Compound activity from PubChem.
Tau fluor counter = Counterscreen qHTS for Inhibitors of Tau Fibril Formation, Fluorescence Polarization; tau K18 P301L Alexa594 fluorescence, heparin fibrillization; Potency, µM (titrated, usually from 57.7 µM), for inactives: top-dose activity change, negative = decrease; hit rate 0.93% among 280,000; note: nearly all actives have a fitted effect of over 55% in size
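Human tau K18 P301L (15 uM unlabeled, 0.24 uM Alexa 594-labeled) in 100 mM sodium acetate pH 7 with 20 uM heparin, 6 hr at 37 C. ThT 30 uM added, 1 hr ambient; Alexa 594 FP and total fluorescence read at 555/632 nm.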
Tau fibril FP = qHTS for Inhibitors of Tau Fibril Formation, Fluorescence Polarization. K18 P301L tau heparin fibrillization, Alexa594 FP, 6 h. Potency, µM (highest dose often 57.7 µM), for the others: at the top dose activity, negative = inhibition, hits mostly inhibitors. hit rate 0.39% among 280,000; note: nearly all actives have a fitted effect of over 55% in size
Target sequence (P10636 561-689 P618L limits assumed): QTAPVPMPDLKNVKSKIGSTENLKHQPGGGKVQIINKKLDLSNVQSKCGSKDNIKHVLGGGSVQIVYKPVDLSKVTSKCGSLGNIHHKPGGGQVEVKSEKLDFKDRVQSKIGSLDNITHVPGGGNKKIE
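Read-out: fluorescence polarization of Alexa 594-labeled tau (0.24 uM), 555 nm excitation, 632 nm emission. Mixtures held 15 uM unlabeled K18 P301L, compound and 20 uM heparin, pH 7 acetate buffer, incubated 6 hr at 37 C.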
Tau ThT inhib = qHTS for Inhibitors of Tau Fibril Formation, Thioflavin T Binding. Microtubule-associated protein tau (Homo sapiens), P10636. recombinant tau K18 P301L (four-repeat tau fragment), heparin-induced fibrillization, ThT fluorescence. Potency, µM (titrated, usually from 57.4 µM), for the others: at the top dose activity, negative = inhibition, hits mostly inhibitors. hit rate 2.1% among 270,000; note: nearly all actives have a fitted effect of over 55% in size
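Heparin-induced (20 uM) aggregation of recombinant human K18 P301L tau, 15 uM unlabeled with 0.24 uM labeled, pH 7 acetate buffer, 6 hr at 37 C with compound. Fibrils quantified by 30 uM ThT fluorescence after 1 hr ambient incubation.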
Numbers without * were called inactive; ? = inconclusive. Calls come from the whole dose curve; as a rule, active = well fitted curve in the direction sought with a large enough effect; inconclusive = small, poorly fitted or top-dose-only effect, or another doubt; inactive = no such curve, though single readings can be large; an effect the other way counts as inactive or inconclusive. % is set by controls: 0 for no effect and ±100 for the full control effect; potency is the fitted concentration of half-maximal effect. Only part of the results is shown; rates above refer to the full screens.

SMILES	Tau fluor counter	Tau fibril FP	Tau ThT inhib
CCn1nc(C)c2c(-c3ccccc3)cc(=O)n(C(C)C(=O)NCCc3ccc(Cl)cc3)c21 (stereo not drawn)	-11%	-3%	?
CC(=O)c1cccc(NC(c2ccc(F)cc2)c2nnc(-c3ccccc3)o2)c1 (stereo not drawn)	-17%	-6%	-7%
Cc1ccc(/C=C/C(=O)Nc2ccc(Cl)cc2Cl)cc1	11%	3%	3%
Cc1cc(C)cc(-n2ccnc2SCC(=O)Nc2ccc3c(c2)OCO3)c1	-30%	9%	?
CCOC(=O)c1c(C)oc2nc(C)nc(NCC3CCN(Cc4ccc(C)cc4)CC3)c12	-6%	5%	-9%
Cc1ccc(Cn2ccnc2SCC(=O)Nc2nnc(C)s2)cc1	-9%	-5%	-6%
Cc1ccc(NCc2cccn2-c2nnc(N3CCCCCC3)s2)cc1	?	7%	?
CCOC(=O)c1cc(S(=O)(=O)Nc2cc(C)c(Cl)cc2OC)[nH]n1	-25%	-8%	-18%
Cc1ccccc1C(=O)Nc1ccc(C(=O)OCc2cc(=O)n3nc(C4CC4)sc3n2)cc1	-14%	14%	-12%
COc1ccc(CCNC(=O)c2ccc3[nH]c(C)c(C)c3c2)cc1OC	?	0%	?
CCCC1N=C2c3ccccc3N=C(SCC(=O)NCCc3ccc(Cl)cc3)N2C1=O (stereo not drawn)	-10%	-1%	-7%
COc1ccc(OC)c(S(=O)(=O)NCCc2sc(C)nc2C)c1	-7%	-5%	-3%
Cc1cc(C)cc(-n2c(SCC(=O)Nc3ccc4c(c3)OCCO4)nc3c([nH]c4ccccc43)c2=O)c1	-21%	?	-7%
CCN(CC)S(=O)(=O)c1cccc(C(=O)Nc2ccccc2C(=O)Nc2ccc(OC)cc2)c1	?	?	6%
O=C(CCn1cnc2onc(-c3ccc(F)cc3)c2c1=O)N1CCN(c2cccc(Cl)c2)CC1	?	-12%	-7%
CCOC(=O)c1ccc(Nc2c(-c3cccc(O)c3)nc3nc[nH]n23)cc1	?	7%	-16%
Cc1ccc(OCC(=O)OCc2cc(=O)n3c(C)csc3n2)cc1	-6%	-1%	-8%
COc1ccc2c(c1)CC(C(=O)NCCN1CCN(c3ccccc3F)CC1)CO2 (stereo not drawn)	-2%	3%	-4%
Clc1cccc(-n2cc(-c3ccccc3)c3c(N4CCCCC4)ncnc32)c1	4%	15%	4%
O=C(Nc1ccc(F)cc1)Nc1nnc(SCC(=O)N2CCCCC2)s1	?	?	-2%
COc1ccc(CNC(=O)CN2C(=O)CC(c3ccc(C)c(C)c3)=Nc3ccccc32)cc1	-11%	-4%	-12%
COCCCNC(=O)C1CCN(c2nc3ccc(C)cc3[nH]2)CC1	-2%	-2%	0%
CCCn1ccc2c(OCC(=O)Nc3ccc(C(F)(F)F)cc3)cccc2c1=O	-19%	-10%	3%
CCOc1ccc(CCNC(=O)c2c(C)oc3ncn(CC(C)C)c(=O)c23)cc1OCC	-11%	-5%	-6%
COc1cccc(N2CCN(C(=O)c3c(C)oc4ncnc(N5CCCCC5)c34)CC2)c1	-12%	-2%	?
COc1ccccc1CNC(=O)Cc1csc2nc(-c3ccccc3)cn12	-3%	-4%	2%
O=C(NCCc1ccccc1)c1cnc2sc(N3CCOCC3)nn2c1=O	0%	5%	-3%
Cc1ccccc1C(=O)Nc1nnc(S(=O)(=O)N(C)Cc2ccc(Cl)cc2)s1	-21%	-7%	8%
Cc1ccc(-n2ncc3c(Nc4ccc5c(c4)OCCO5)ncnc32)cc1C	?	?	?
CCN1c2ccccc2-c2nc(SCC(=O)Nc3cccc(C)c3C)ncc2S1(=O)=O	-20%	-11%	4%
O=C(CSc1nc2c([nH]c3ccccc32)c(=O)n1-c1ccccc1)N1CCCCCC1	-8%	-3%	-12%
CCOC(=O)N1CCc2c(sc(NCc3ccc(OCC)cc3)c2C(=O)Nc2ccc(OC)cc2OC)C1	?	0%	?
COc1ccc(CCNc2nc(SCc3ccc(F)cc3)nc3ccccc23)cc1OC	-16%	-11%	-15%
CC(=O)N1CCCc2cc(S(=O)(=O)N(C)CC(=O)Nc3ccc(F)c(Cl)c3)ccc21	-6%	-9%	12%
Cc1cccc2sc(N(CCN(C)C)C(=O)c3ccc4c(c3)OCCO4)nc12	-10%	-2%	1%
Cc1ccc2c(c1)-c1c(c(C(=O)N3CCN(c4cc(Cl)ccc4C)CC3)nn1C)CS2	-2%	5%	-16%
CCC(=O)N1c2ccccc2CC1C(=O)NCCc1cc(OC)c(OC)c(OC)c1 (stereo not drawn)	0%	3%	-4%
COc1ccc(-c2ccc(=O)n(CC(=O)Nc3cc(OC)ccc3OC)n2)cc1	-3%	1%	3%
COc1cccc(N2CC(NC(=O)c3ccco3)CC2=O)c1 (stereo not drawn)	-12%	-13%	-7%
Cc1nn(C)c2c1c(-c1ccccc1)cc(=O)n2Cc1ccc(Br)cc1F	0%	0%	-8%
CCCNC(=O)C1CCC(Cn2c(=O)c3sccc3n(CC(=O)N(CC)CC)c2=O)CC1 (stereo not drawn)	4%	-1%	0%
O=C(C1COc2ccccc2O1)N(Cc1cccnc1)c1nc2c(F)cccc2s1 (stereo not drawn)	-20%	-15%	-10%
O=C(CSc1nnc(-c2ccccc2)c(-c2ccccc2)n1)Nc1ccccc1Cl	-19%	-8%	-7%
COc1ccccc1CNC(=O)C(=O)NCC(c1ccc2c(c1)OCO2)N1CCOCC1 (stereo not drawn)	-12%	-9%	-6%
COc1cc(NC(=O)c2ccc(-n3cnc4cccnc43)cc2)cc(OC)c1	?	9%	-5%
Cc1cccc(Cn2c(CNS(=O)(=O)c3ccc(Cl)s3)nc3cccnc32)c1	-20%	2%	-12%
CCOC(=O)Cn1c(=O)n(-c2ccccc2OC)c2nc(-c3ccccc3C)nc(C(N)=O)c21	-7%	-6%	-1%
COc1cccc(CNC(=O)CSc2nc(=O)[nH]c3c2CCCC3)c1	-1%	-3%	-7%
O=C(Cn1nc(-c2ccccc2)nc(Cc2ccccc2)c1=O)Nc1ccc(Cl)cc1	3%	-9%	9%
CCOC(=O)c1cc(C)n(CC2CCC(C(=O)Nc3ccc(C)c(F)c3)CC2)c1C (stereo not drawn)	-19%	-7%	-4%
COc1ccccc1CCNC(=O)c1cccn1-c1nnc(N2CCCC2)s1	-2%	-1%	-5%
O=C(CN1C(=O)C2(SCC(=O)N2c2cccc(F)c2)c2ccccc21)NCc1ccccc1Cl (stereo not drawn)	-22%	-12%	-1%
N#Cc1ccccc1Cn1cnc2nc3c(cc2c1=O)CCCC3	1%	-5%	6%
O=C(CSc1ccc2nc(-c3ccccc3)cn2n1)Nc1cccc(F)c1	?	?	-13%
Cc1ccc(Cl)cc1-n1c(=O)cc(N2CCN(c3ccc(F)cc3)CC2)[nH]c1=O	0%	6%	0%
CCCN(CCC)CCNC(=O)c1cc(Sc2ccc(Cl)cc2)nc2ccccc12	-20%	-6%	-6%
CCn1cc2nc(SCc3ccccc3Cl)n(Cc3ccc(OC)cc3)c(=O)c2n1	-17%	0%	-11%
Cn1ccc2cc(S(=O)(=O)N3CCN(C(=O)Nc4ccccc4F)CC3)ccc21	-3%	-1%	4%
Cc1ccc(-n2c(=O)c3c(C)c(C(=O)N(C)C)sc3n(CC(=O)C(C)(C)C)c2=O)cc1C	-8%	-1%	-8%
COc1ccc(NC(=O)CN(C)S(=O)(=O)c2ccc(C(=O)N3CCOCC3)s2)cc1	0%	-10%	1%
The listing continues.
SMILES	Tau fluor counter	Tau fibril FP	Tau ThT inhib
O=C(NC1CC(=O)N(c2ccc(Cl)cc2)C1)c1cc2ccccc2o1 (stereo not drawn)	-5%	?	-8%
O=C(CCNS(=O)(=O)c1ccc2c(c1)CCN2C(=O)C1CC1)N1CCN(c2ccccc2F)CC1	-9%	2%	?
COC(=O)c1cccc(NC(=O)Nc2cc(C(=O)NCc3cccc(F)c3)ccc2N2CCCC2)c1	?	?	8%
COc1cccc(NC(=O)Cn2nc(N3CCN(c4ccccc4)CC3)ccc2=O)c1	-27%	9%	?
COCCNc1nc(NCc2ccccc2OC)c2cnn(C)c2n1	-4%	1%	-6%
Cc1ccc(C(=O)NCCc2csc(-c3cccc(F)c3)n2)cc1C	-16%	1%	?
CCOC(=O)Cn1c(=O)n(C2CCCCC2)c2nc(-c3ccc(C(C)C)cc3)nc(C(N)=O)c21	-2%	1%	-3%
CCOc1ccc(CCNC(=O)Cn2ccc3cc(S(=O)(=O)N4CCCCCC4)ccc32)cc1	-15%	1%	8%
COc1ccc(OCC(=O)NCc2ccc3c(c2)CCN3C(=O)c2ccc(F)cc2)cc1	2%	4%	-1%
CCN1c2cc(C)ccc2-n2cccc2C12CCN(C(=O)Nc1cc(OC)c(OC)c(OC)c1)CC2	-26%	?	-10%
Cc1c(-c2cccc(NC(=O)Cc3ccccc3)c2)nc2ncccn12	-1%	?	-1%
Cc1ccc(C)c(N2CCN(C(=O)c3cc(S(=O)(=O)N4CCC(C)CC4)cn3C)CC2)c1	-13%	1%	-9%
Cc1ccc(NC(=O)Cn2c(=O)nc(-c3ccccc3)c3ccccc32)cc1	-5%	2%	1%
CCOc1ccccc1NC(=O)Cn1nc(N2CCN(c3ccccc3)CC2)ccc1=O	-13%	3%	?
CC(=O)c1cccc(NC(=O)Cn2c(=O)oc3cc(S(=O)(=O)NCc4ccccc4)ccc32)c1	-5%	?	-5%
Cc1ccc(NC(=O)c2nnn(CC(=O)Nc3ccc(C)c(Cl)c3)c2N)c(C)c1	-23%	?	-19%
O=C(NC1CC(=O)N(c2ccc(Cl)cc2)C1)c1cccs1 (stereo not drawn)	1%	-4%	4%
CCc1ccc(NS(=O)(=O)c2cc(-c3cnc(C4CC4)o3)ccc2C)cc1	-30%	8%	-5%
COc1ccc(CC(=O)NCc2ccc3c(c2)CCN3C(=O)c2ccccc2)cc1OC	-4%	-3%	-4%
CCOC(=O)c1cc(S(=O)(=O)N2CCN(c3cc(C)ccc3C)CC2)[nH]n1	-9%	-5%	-9%
CCCN1CCCc2cc(CN(CCCN3CCOCC3)C(=O)Nc3ccc(Cl)c(Cl)c3)ccc21	?	?	?
CCOc1ccc(-c2nc(SC(C(C)=O)C(=O)N(C)C)c3c(=O)n(C)c(=O)n(C)c3n2)cc1 (stereo not drawn)	-4%	-4%	-4%
CCC(=O)C1=C(c2ccc(OC)c(OC)c2)N(C(=O)CC)n2c(nnc2-c2ccc(C)cc2)S1	-24%	-10%	-18%

A draw from above in order of SMILES length, rising.
SMILES	Tau fluor counter	Tau fibril FP	Tau ThT inhib
COCCNc1nc(NCc2ccccc2OC)c2cnn(C)c2n1	-4%	1%	-6%
O=C(NC1CC(=O)N(c2ccc(Cl)cc2)C1)c1cccs1 (stereo not drawn)	1%	-4%	4%
Cc1ccc(C(=O)NCCc2csc(-c3cccc(F)c3)n2)cc1C	-16%	1%	?
Cc1c(-c2cccc(NC(=O)Cc3ccccc3)c2)nc2ncccn12	-1%	?	-1%
Cc1ccc(NC(=O)Cn2c(=O)nc(-c3ccccc3)c3ccccc32)cc1	-5%	2%	1%
CCOc1ccccc1NC(=O)Cn1nc(N2CCN(c3ccccc3)CC2)ccc1=O	-13%	3%	?
COc1cccc(NC(=O)Cn2nc(N3CCN(c4ccccc4)CC3)ccc2=O)c1	-27%	9%	?
COc1ccc(CC(=O)NCc2ccc3c(c2)CCN3C(=O)c2ccccc2)cc1OC	-4%	-3%	-4%
CCOC(=O)c1cc(S(=O)(=O)N2CCN(c3cc(C)ccc3C)CC2)[nH]n1	-9%	-5%	-9%
COc1ccc(OCC(=O)NCc2ccc3c(c2)CCN3C(=O)c2ccc(F)cc2)cc1	2%	4%	-1%
CCOc1ccc(CCNC(=O)Cn2ccc3cc(S(=O)(=O)N4CCCCCC4)ccc32)cc1	-15%	1%	8%
CCCN1CCCc2cc(CN(CCCN3CCOCC3)C(=O)Nc3ccc(Cl)c(Cl)c3)ccc21	?	?	?
Cc1ccc(C)c(N2CCN(C(=O)c3cc(S(=O)(=O)N4CCC(C)CC4)cn3C)CC2)c1	-13%	1%	-9%
CCN1c2cc(C)ccc2-n2cccc2C12CCN(C(=O)Nc1cc(OC)c(OC)c(OC)c1)CC2	-26%	?	-10%
CC(=O)c1cccc(NC(=O)Cn2c(=O)oc3cc(S(=O)(=O)NCc4ccccc4)ccc32)c1	-5%	?	-5%
CCOC(=O)Cn1c(=O)n(C2CCCCC2)c2nc(-c3ccc(C(C)C)cc3)nc(C(N)=O)c21	-2%	1%	-3%
CCOc1ccc(-c2nc(SC(C(C)=O)C(=O)N(C)C)c3c(=O)n(C)c(=O)n(C)c3n2)cc1 (stereo not drawn)	-4%	-4%	-4%
